Screens (PubChem BioAssay)
PLK1 PBD inh – qHTS for Inhibitors of PLK1-PDB (polo-like kinase 1 - polo-box domain): Primary Screen; Serine/threonine-protein kinase PLK1 (Homo sapiens), P53350; Plk1 PBD binding of FITC phosphopeptide, fluorescence polarization; Potency, µM, inactives show max response, negative = inhibition, most hits filed as inhibitors; 2.8% of 360,000 active; AID 720504, 2013; also: potency is read from the fitted curve at half-maximal effect; series mostly up to about 57 µM; % is scaled to controls: 0 for no effect and ±100 for the full control effect; nearly all actives have a fitted effect of over 65% in size
PTHR1 ag – qHTS for PTHR1 Agonists: Primary Screen. Potency, µM (highest dose often 115 µM), without a hit: at the highest dose activation, actives largely listed as activators. Parathyroid hormone/parathyroid hormone-related peptide receptor (Homo sapiens), Q03431. HEK293 GP2 PTHR1 cells, GloSensor cAMP luminescence, 1 h. AID 743266, 2014. 0.075% of 410,000 active; also: potency is read from the fitted curve at half-maximal effect; nearly all actives have a fitted effect of over 55% in size; some results filed as inactive show a strong effect at the top dose; inactives centre near -15; many of its hits are not listed in these tables
Target sequence (Q03431 whole entry, looked up): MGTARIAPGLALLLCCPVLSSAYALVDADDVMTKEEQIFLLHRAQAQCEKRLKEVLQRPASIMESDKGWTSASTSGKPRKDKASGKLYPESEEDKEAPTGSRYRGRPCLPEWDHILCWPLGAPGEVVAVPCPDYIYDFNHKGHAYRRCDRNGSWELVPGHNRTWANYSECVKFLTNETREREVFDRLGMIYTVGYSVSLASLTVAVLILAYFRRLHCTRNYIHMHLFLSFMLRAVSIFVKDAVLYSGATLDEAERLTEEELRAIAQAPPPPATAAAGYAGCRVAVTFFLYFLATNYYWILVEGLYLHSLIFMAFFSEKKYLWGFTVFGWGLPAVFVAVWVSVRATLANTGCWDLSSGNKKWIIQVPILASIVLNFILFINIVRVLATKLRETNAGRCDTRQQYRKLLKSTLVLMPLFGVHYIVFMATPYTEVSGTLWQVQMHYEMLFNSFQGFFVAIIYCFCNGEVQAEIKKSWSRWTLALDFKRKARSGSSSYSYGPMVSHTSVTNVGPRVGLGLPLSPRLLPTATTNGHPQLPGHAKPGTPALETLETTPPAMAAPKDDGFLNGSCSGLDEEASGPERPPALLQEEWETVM
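HEK-293-derived GP2 cells expressing PTHR1 and a GloSensor cAMP reporter, 3,000/well, plated overnight, given luciferin plus IBMX (each 0.5 mM as added) for 1 h at 37 °C, then compound for 1 h at 37 °C. Luminescence was read after 15 min at room temperature.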
PI5P4K alpha inh – qHTS for Inhibitors of phosphatidylinositol 5-phosphate 4-kinase (PI5P4K); Phosphatidylinositol 5-phosphate 4-kinase type-2 alpha (Homo sapiens), P48426; PI5P4Kalpha enzyme, ADP-Glo luminescence, 60 min; active compounds read low; max response, %; 1.2% of 330,000 active; AID 652105, 2013; active = max response of -50% or lower; inconclusive = between -30% and -50%; inactive = -30% or higher; also: value at the top dose of about 77 µM; % is scaled to controls: 0 for no effect and ±100 for the full control effect
Target sequence (P48426 whole entry, looked up): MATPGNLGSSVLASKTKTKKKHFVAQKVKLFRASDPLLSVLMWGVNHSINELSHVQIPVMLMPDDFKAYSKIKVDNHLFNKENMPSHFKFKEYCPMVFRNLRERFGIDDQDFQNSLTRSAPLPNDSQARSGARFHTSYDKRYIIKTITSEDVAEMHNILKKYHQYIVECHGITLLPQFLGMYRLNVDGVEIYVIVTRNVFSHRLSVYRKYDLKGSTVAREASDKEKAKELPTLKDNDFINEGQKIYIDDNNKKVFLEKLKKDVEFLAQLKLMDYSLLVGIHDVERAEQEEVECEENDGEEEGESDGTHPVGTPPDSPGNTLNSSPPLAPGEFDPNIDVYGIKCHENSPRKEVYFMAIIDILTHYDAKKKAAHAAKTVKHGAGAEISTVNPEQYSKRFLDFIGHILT
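Quantitative HTS of the MLSMR library against PI5P4Kalpha with substrate. ATP added last at 5 microM final; room temperature, 60 minutes. Remaining ATP depleted, ADP converted and read as luminescence.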
GLP1R ag – qHTS of GLP-1 Receptor Agonists | Glucagon-like peptide 1 receptor (Homo sapiens), P43220 | HEK293 GLP-1R CRE-luciferase, luminescence, 4-6 h; cells express a hypersensitive GLP-1R form | Potency, µM (series often up to 45.6 µM), for the others: at the top dose activation, hits mostly activators | 0.007% of 380,000 active | AID 624172, 2012; also: potency is read from the fitted curve at half-maximal effect; % of control where 0% means no effect
EPAC1 antag – qHTS for Antagonist of cAMP-regulated guanine nucleotide exchange factor 3 (EPAC1): primary screen; EPAC1 GEF assay, Rap1b-BODIPY-GDP exchange fluorescence; Potency, µM (doses to about 115 µM), for inactives: top-dose activity change, negative = inhibition, most hits filed as inhibitors; 0.14% of 360,000 active; Rap guanine nucleotide exchange factor 3 (Homo sapiens), O95398;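 also: potency is read from the fitted curve at half-maximal effect; plate controls were vehicle for no effect and positive control for full effect; nearly all actives have a fitted effect of over 50% in size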
EPAC1 agonist – qHTS for Agonist of cAMP-regulated guanine nucleotide exchange factor 3 (EPAC1): primary screen. Potency, µM (top dose mostly 154 µM), without a hit: at the top dose activation, hits mostly activators. 0.073% of 360,000 active. Rap guanine nucleotide exchange factor 3 (Homo sapiens), O95398. EPAC1 agonist qHTS, biochemical assay; response scale: 100% = response to 6.5 mM cAMP. AID 720707, 2013; also: potency is read from the fitted curve at half-maximal effect; nearly all actives have a fitted effect of over 60% in size
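Fluorescent GDP-exchange assay: 100 nM EPAC1 with 250 nM Rap1B preloaded with BODIPY-GDP and 50 uM GDP; compounds tested as concentration series, 5 min at room temperature, then read every 5 min for 30 min (ex 480/em 540 nm); normalized to 6.5 mM cAMP.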
GLP1R inv ag – qHTS of GLP-1 Receptor Inverse Agonists (Inhibition Mode); Glucagon-like peptide 1 receptor (Homo sapiens), P43220; Potency, µM (highest dose often 38.3 µM), inactives show top-dose activity change, negative = inhibition, hits mostly inhibitors; 1.6% of 410,000 active; AID 624417, 2012; HEK293 GLP-1R CRE-luciferase, luminescence, 24 h; GLP-1R form is constitutively active; also: potency is read from the fitted curve at half-maximal effect; % is scaled to controls: 0 for no effect and ±100 for the full control effect; nearly all actives have a fitted effect of over 55% in size
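Constitutively active GLP-1R drives a cAMP-responsive luciferase in stably transfected HEK293 cells; test compounds are added after overnight (12 h) attachment and left 24 hr, and signal loss in luminescence marks inhibition.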
GLP1R cytotox – qHTS of GLP-1 Receptor Inverse Agonists: Cytotox Screen; HEK293 cAMP-luciferase reporter cells, luminescence, 24 h; Potency, µM (series often up to 38.3 µM), without a hit: at the top dose activity change, negative = inhibition, actives largely listed as inhibitors; 0.13% of 410,000 active;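 also: loss of luciferase light is scored as toxicity; potency is read from the fitted curve at half-maximal effect; % is scaled to controls: 0 for no effect and ±100 for the full control effect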
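To flag toxic compounds, the library was rerun on cells for 24 hr at 37 deg C and 5% CO2. Viability-linked luminescence was captured 12 min after adding luciferase detection reagent.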
IL-2 act – qHTS of IL-2 Activators; IL-2 activation reporter assay, cell-based qHTS; stimulated with anti-CD3/CD4/CD28 beads; in transgenic mouse T cells; activation, % (series mostly up to about 46 µM); 0.065% of 360,000 active; AID 652025, 2013; in the data active = activation above about 50%; inconclusive = mostly about 30% to 49%; also: 0% is about no effect
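Unstimulated transgenic mouse T cells, 750 per well, received compound and, after 60 minutes, anti-CD3/anti-CD4 bead plus anti-CD28 stimulation. EGFP and DsRed were quantified after 18 hours.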
Numbers without * were called inactive; i = inactive; ? = inconclusive; / = no result given; & = joins results of further samples; [ ] = dose if it differs, or a comment. Unless noted, calls follow the shape of the dose curve; as a rule, active = well fitted curve in the direction sought with a large enough effect; inconclusive = small, poorly fitted or top-dose-only effect, or another doubt; inactive = no such curve, though single readings can be large; an effect the other way counts as inactive or inconclusive. A portion of the library; rates above refer to the full screens.

SMILES	PLK1 PBD inh	PTHR1 ag	PI5P4K alpha inh	GLP1R ag	EPAC1 antag	EPAC1 agonist	GLP1R inv ag	GLP1R cytotox	IL-2 act
COC(=O)c1sc(C(F)(F)F)c(-c2ccccc2)c1S(=O)(=O)N1CCOCC1	0%	-58%[inhibitor]	0	-1%	-11%	-4%	?	0%	3.6
NC(=O)NC(=O)COC(=O)CCCCCNS(=O)(=O)c1ccc2c(c1)OCCO2	-7%	-12%	-3	-1%	-22%	8%	15%	8%	-0.1
CC(=O)Nc1ccc(S(=O)(=O)N2CCC(N3CCCCCC3)CC2)cc1	3%	?	1	-6%	9%	-4%	7%	-4%	0.8
C/C(=N\NC(=O)Cc1ccccc1Cl)c1cccnc1	-8%	-16%	4	-1%	-7%	-2%	31%[activator]	2%	-3.0
COc1ccccc1-c1cc(C(F)(F)F)nc(S(C)(=O)=O)n1	?	-44%[inhibitor][57.5 µM]	/	?	-23%	5%	0%	?	-3.0
O=c1cc(CSc2ccc(Cl)cc2)[nH]c2[nH]n(-c3ccccc3)c(=O)c12	-17%	-19%	?	-1%	?	2%	-10%	?	-1.3
CC1=NN(C(=O)Cc2ccccc2)C(O)(c2cccnc2)C1 (configuration not stated)	0%	1%	/	4%	7%	1%	-19%	-19%	-1.9
Cc1ccc(Sc2cc(NCCCO)c([N+](=O)[O-])c3nonc23)cc1	24µM*	-37%[inhibitor]	-12	0%	5%	-14%	6%	-1%	-3.3
COc1cc(CN2CCc3c([nH]c4ccccc34)C2)cc(OC)c1	8.4µM*	-9%	-13	4%	-8%	2%	?	-3%	0.9
CC1CC(c2ccccc2)=Nc2ccccc2N1 (configuration not stated)	-7%	-3%	-5	1%	-15%	2%	54%[activator]	28%	-0.7
C=CCn1c(SCC(=O)c2c(N)n(C)c(=O)n(C)c2=O)nnc1-c1ccncc1	-2%	-3%	1	2%	-17%	-5%	2%	1%	2.6
O=C1N(c2ccccc2)C[C@@H]2C[C@@H](c3cccc4c3OCO4)N3CCC[C@@]123	-11%	-5%	-1	9%	-7%	-9%	?	2%	-3.0
O=C(CSc1ccccc1C(=O)O)NCc1ccco1	-8%	-17%[57.5 µM]	-2	0%	-14%	-3%	12%	66%[activator]	2.9
O=C(Nc1ccc(S(=O)(=O)Nc2ccccc2)cc1)c1ccc(CN2CCOCC2)cc1	4%	-38%[inhibitor]	-3	-1%	-11%	1%	?	1%	-0.4
COc1ccc(C(=O)Oc2cc(/C=N/NC(N)=S)ccc2OC)cc1	-11%	-16%	-7	15%	-13%	6%	-4%	?	-0.7
O=C1CSC(c2ccc(Cl)cc2)N1Nc1nc(N2CCOCC2)nc(N2CCOCC2)n1 (configuration not stated)	-1%	-8%	2	20%	11%	3%	?	-4%	-0.4
CC1C(=O)N(Cc2cn(CCC3OCCO3)nn2)CCS(=O)(=O)N1Cc1ccc(-c2cccc(CO)c2)cc1 (configuration not stated)	1%	i	7	-1%	7%	1%	9%	-21%	-2.7
Cc1nc2c(C(=O)NCc3ccccc3Cl)c[nH]n2c(=O)c1Cl	30µM*	i	/	1%	14%	-7%	13%	4%	-0.8
N#CC(C#N)=C(N)/C(C#N)=C/c1cc(O)c(O)c(O)c1	46%[activator]	i	-67*	-1%	?	-4%	19%	-21%	0.1
CC/C(=N\NC(=O)C1CCCC1)c1cccc(Br)c1	3%	i	-4	21%	-22%	-2%	?	4%	0.1
CC1Cc2ccccc2N1Cc1nc2scc(-c3cccs3)c2c(=O)[nH]1 (configuration not stated)	-2%	-10%[57.5 µM]	3	-9%	9%	5%	?	-12%	-0.1
COCCn1c(C)cc(C(=O)COC(=O)c2ccc[nH]c2=O)c1C	-5%	i	0	-2%	-3%	1%	-29%	0%	0.1
C=CC[C@H](CC(=O)NCCO)C(=O)N[C@H](C)COC(=O)[C@@H](CC=C)Cc1ccc(F)cc1	3%	-7%	8	22%	-8%	0%	12%	8%	1.1
O=C(COc1ccc(Cl)cc1)NCCCNC(=O)c1cccnc1	-16%	-18%	7	8%	13%	1%	-30%	-4%	0.7
COc1cccc(C2C(C(=O)c3cc4ccccc4o3)=C(O)C(=O)N2c2cc(C)on2)c1 (configuration not stated)	-8%	-17%	-3	-9%	1%	-15%	?	-6%	-0.1
Following part
SMILES	PLK1 PBD inh	PTHR1 ag	PI5P4K alpha inh	GLP1R ag	EPAC1 antag	EPAC1 agonist	GLP1R inv ag	GLP1R cytotox	IL-2 act
O=C(Cn1c(=O)[nH]c2ccccc2c1=O)Nc1cccnc1	2%	i	2	-2%	-2%	1%	12%	4%	-0.5
Cc1ccc(CN(C(=O)C(F)(F)F)C(C(=O)NC2CCCCC2)c2ccco2)cc1 (configuration not stated)	?	-13%[57.5 µM]	5	-8%	-3%	9%	?	-1%	-0.3
COc1ccc(CC(=O)n2[nH]c(=O)c3ccccc3c2=O)cc1OC	-3%	-14%	2	3%	12%	1%	11%	11%	-2.0
CCS(=O)(=O)N1Cc2ccccc2CC1C(=O)Nc1ccc(OC)c(OC)c1 (configuration not stated)	1%	i	-14	8%	14%	-2%	6%	-13%	-6.6
CCCCN(CC)CCNc1c(NC2CCN(C(=O)OCC)CC2)c(=O)c1=O	3%	4%	5	0%	-10%	-12%	-10%	-14%	-0.2
COc1ccc(C(=O)N2CCN(c3cccc(Cl)c3)CC2)cc1	-7%	-27%	-3	-2%	-9%	4%	-12%	-13%	0.2
CC1(C)Cc2c(sc3nc(SCC(=O)N4CCOCC4)nc(N)c23)CO1	?	-10%[57.5 µM]	-1	29%	-3%	-1%	22%	1%	1.4
O=c1[nH]c(CN2CCN(S(=O)(=O)c3ccc4c(c3)OCCO4)CC2)nc2sc3c(c12)CCCC3	9%	i	-8	1%	-5%	5%	13%	-1%	-1.4
CCn1cc(Cl)c(C(=O)NNC(=O)CCn2ccc([N+](=O)[O-])n2)n1	3%	i	-3	-2%	4%	-1%	-19%	0%	-0.2
CC(NC(=O)c1ccc(F)cc1)c1ccccc1 (configuration not stated)	-1%	11%[57.5 µM]	-5	1%	10%	0%	?	-7%	-0.3
Cc1c(C(=O)NCc2ccc3c(c2)OCO3)oc2ccc(S(=O)(=O)N3CCCC3)cc12	?	-8%[57.5 µM]	3	1%	?	7%	?	-20%	1.2
Cc1nc(SCc2ccccc2Cl)c(C#N)c(C)c1C	/	19%	/	2%	/	/	5%	3%	/
O=C(c1cc(COc2ccc3ncccc3c2)on1)N1CCCCCC1	9%	-40%[inhibitor]	-5	10%	11%	-5%	-6%	-7%	-4.5
CCCCNC(=S)Nc1cc([N+](=O)[O-])ccc1C	-6%	i	-5	3%	-13%	8%	0%	-8%	-1.0
Cc1ccc2c(c1)C(=O)C(=O)N2CC(=O)OC(C)C	-6%	i	0	6%	7%	-13%	3%	-5%	2.0
CNc1nc(NCc2ccccc2)c2ccccc2n1	-1%	i	2	-2%	-19%	-1%	?	?	-3.7
COc1cc(NC(=O)c2ccc(OC)c([N+](=O)[O-])c2)ccc1NC(=O)c1cccs1	-25%	i	4	-10%	-12%	4%	2%	-11%	-1.1
COc1ccccc1OCC(=O)NNC(=S)NC(=O)c1ccco1	-27%	i	-11	-4%	-1%	7%	2%	3%	2.0
O=C1CC(N2CCC(O)(c3ccc(Cl)cc3)CC2)C(=O)N1 (configuration not stated)	-3%	i	-2	-8%	-14%	-3%	0%	0%	-3.0
CCCNC(=O)C1CCC(CNS(=O)(=O)c2cccc3nsnc23)CC1 (configuration not stated)	-10%	-8%	4	-7%	-19%	2%	-13%	-9%	-2.5
COc1ccccc1C(=O)NCCC(=O)NC1CCCCCC1	-4%	i	2	11%	?	-12%	-13%	-10%	9.2
CCC(=O)Oc1ccc(C(=O)Nc2cccc(C(=O)NC(C)(C)C)c2)cc1	-6%	i	-1	9%	3%	-1%	-28%	-3%	-1.3
COC(=O)CN1C(=O)COc2ccc(S(=O)(=O)NCc3ccc(Cl)cc3)cc21	-7%	i	2	-3%	-2%	-1%	-23%	0%	-0.8
O=C(CC1NCCNC1=O)Nc1ccc(Oc2ccccc2)cc1 (configuration not stated)	-13%	i	/	3%	-1%	9%	7%	6%	-2.0
CCc1ccc(NC(=O)CSc2nc(=O)n(CCCN(C)C)c3c2CCC3)cc1	-6%	i	12	6%	-2%	1%	?	5%	-0.8
Next part
SMILES	PLK1 PBD inh	PTHR1 ag	PI5P4K alpha inh	GLP1R ag	EPAC1 antag	EPAC1 agonist	GLP1R inv ag	GLP1R cytotox	IL-2 act
COc1ccccc1NC(=O)c1cc(-c2cc(OC)c(OC)c(OC)c2)nc2ccccc12	-6%	i	10	16%	1%	15%	?	-26%	0.0
O=C(Oc1ccc(Nc2ncnc3ccccc23)cc1)c1cccnc1	-7%	i	-1	8%	-4%	-7%	34%[activator]	6%	0.7
COc1cccc(NC(=O)C(Cc2ccccc2)n2cccc2)c1 (configuration not stated)	3%	-6%	3	5%	-5%	6%	11µM*	-5%	1.3
Cc1nc2c(cnn2-c2ccccc2Cl)c(=O)n1-c1ccc(C(C)C)cc1	-4%	-7%&-25%	2	-3%&5%	6%	3%	?	?	-2.9
COCCn1c(Cc2ccccc2)nnc1SCC(=O)NC(C)(C)C	-4%	-11%	/	-3%	-13%	5%	-4%	11%	0.1
COc1cc(N)c(Cl)cc1NC(=O)c1ccccc1	-12%	i	-8	3%	-19%	-6%	16%	16%	1.8
